T cell modulator: T cell immune modulation candidate; AID 2052; calls only at 7 µM; 2C CD8+ T cell-vesicle binding, flow cytometry; hits give low values; hit rate 0.068% among 330,000;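 active = response, share of CD8 T cells binding vesicles, and their 90th percentile fluorescence all below set limits, cut at about 80% in these data, passing the limit was not always enough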
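Read-out – percent CD8+ FL2 mean versus row control · System – murine 2C transgenic CD8+ T lymphocytes · Times – 1.5 h cell–vesicle binding at 37 °C, then 20 min icy labelling · Control set – naked vesicles low, QL9 vesicles with vehicle high · Detection – cytometric PE anti-B7-1 and Alexa647 anti-CD8 signals after 1% paraformaldehyde fixation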
Myeloid diff MLP: promotes myeloid progenitor differentiation. hit rate 1% among 360,000. ER-HoxA9 myeloid progenitors, lysozyme-GFP differentiation, flow cytometry. AID 624256. calls only at 10 µM;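 active = normalized GFP-positive differentiation at or above the plate's own cutoff, the solvent-only control mean plus 3 SD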;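 also: cells exposed to compound for four days before flow analysis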
T cell modulator vesicle-bound %: also measured in T cell modulator; calls as there; double positive events, %; measured here: CD8+ vesicle-bound cell fraction;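 binding gate set so that unloaded-vesicle control wells show 10% double positive cells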
Myeloid diff MLP GFP+ MAC1+ %: recorded beside Myeloid diff MLP, whose call it bears; GFP+ MAC1+ double positive, %; measured here: differentiation confirmed by MAC1 staining
* hit, by the source's call. A portion of the library; the hit share may differ from the screen's.

For COc1cc(C)c(Cl)cc1S(=O)(=O)N1CCSC1 the results were T cell modulator inactive, Myeloid diff MLP inactive, T cell modulator vesicle-bound % 58 and Myeloid diff MLP GFP+ MAC1+ % 0.4.
Screening CCCn1c(N)c(C(=O)CSc2nnc(C3CC3)n2C2CC2)c(=O)[nH]c1=O returned T cell modulator inactive, Myeloid diff MLP inactive, T cell modulator vesicle-bound % 42 and Myeloid diff MLP GFP+ MAC1+ % 0.7.
`Cc1ccc(SCC(=O)OCC(=O)N(C)CC(=O)Nc2ccc(F)cc2)cc1` gave T cell modulator inactive, Myeloid diff MLP inactive, T cell modulator vesicle-bound % 27 and Myeloid diff MLP GFP+ MAC1+ % 0.6.
Screening CC(Sc1nnc(C(F)(F)F)n1C)C(=O)Nc1ccc(N2CCOCC2)cc1 (centres undefined) returned T cell modulator inactive, Myeloid diff MLP inactive, T cell modulator vesicle-bound % 50 and Myeloid diff MLP GFP+ MAC1+ % 0.3.
Screening NCC(=O)CCC(=O)O returned T cell modulator inactive, Myeloid diff MLP inactive, T cell modulator vesicle-bound % 13 and Myeloid diff MLP GFP+ MAC1+ % 1.3.
Screening COc1cc(OC)cc(C(=O)N[C@H](C(=O)OCC(=O)Nc2cccnc2Cl)C(C)C)c1 returned T cell modulator inactive, Myeloid diff MLP inactive, T cell modulator vesicle-bound % 35 and Myeloid diff MLP GFP+ MAC1+ % 0.6.
O=c1[nH]c(-c2ccccc2)c(-c2ccccc2)o1 was read as T cell modulator inactive, Myeloid diff MLP inactive, T cell modulator vesicle-bound % 43 and Myeloid diff MLP GFP+ MAC1+ % 0.9.
`Cc1ccc(S(=O)(=O)Nc2ccc3c(c2)C(=O)N([C@H](C)CO)C[C@@H](C)[C@@H](CN(C)C(=O)Nc2cccc4ccccc24)O3)cc1` gave T cell modulator inactive, Myeloid diff MLP inactive, T cell modulator vesicle-bound % 14 and Myeloid diff MLP GFP+ MAC1+ % 1.7.
`Cc1cc2nc(N3CCN(C(=O)c4cccs4)CC3)sc2cc1C` gave T cell modulator inactive, Myeloid diff MLP inactive, T cell modulator vesicle-bound % 58 and Myeloid diff MLP GFP+ MAC1+ % 1.4.
Cc1noc(C)c1NC(=O)N(C)C[C@H]1Oc2c(NS(=O)(=O)c3cn(C)cn3)cccc2C(=O)N([C@H](C)CO)C[C@@H]1C was read as T cell modulator inactive, Myeloid diff MLP inactive, T cell modulator vesicle-bound % 15 and Myeloid diff MLP GFP+ MAC1+ % 1.7.

The final 3 compounds of the section before lead into the next:
`Cc1ccc(S(=O)(=O)Nc2ccc3c(c2)C(=O)N([C@H](C)CO)C[C@@H](C)[C@@H](CN(C)C(=O)Nc2cccc4ccccc24)O3)cc1` gave T cell modulator inactive, Myeloid diff MLP inactive, T cell modulator vesicle-bound % 14 and Myeloid diff MLP GFP+ MAC1+ % 1.7.
`Cc1cc2nc(N3CCN(C(=O)c4cccs4)CC3)sc2cc1C` gave T cell modulator inactive, Myeloid diff MLP inactive, T cell modulator vesicle-bound % 58 and Myeloid diff MLP GFP+ MAC1+ % 1.4.
Cc1noc(C)c1NC(=O)N(C)C[C@H]1Oc2c(NS(=O)(=O)c3cn(C)cn3)cccc2C(=O)N([C@H](C)CO)C[C@@H]1C was read as T cell modulator inactive, Myeloid diff MLP inactive, T cell modulator vesicle-bound % 15 and Myeloid diff MLP GFP+ MAC1+ % 1.7.
`O=C(COC(=O)C1=Cc2ccccc2OC1)NCc1ccccc1` gave T cell modulator inactive, Myeloid diff MLP inactive, T cell modulator vesicle-bound % 19 and Myeloid diff MLP GFP+ MAC1+ % 0.6.
For Cc1ccc(SCC(=O)OCC(=O)NCc2cccs2)cc1C the results were T cell modulator inactive, Myeloid diff MLP inactive, T cell modulator vesicle-bound % 42 and Myeloid diff MLP GFP+ MAC1+ % 0.2.
For O=C(CNC(=O)c1ccccc1)c1ccccc1 the results were T cell modulator inactive, Myeloid diff MLP inactive, T cell modulator vesicle-bound % 47 and Myeloid diff MLP GFP+ MAC1+ % 1.1.
CCN(CC(=O)Nc1ccc2c(c1)OCCO2)C(=O)CCOc1ccccc1 was read as T cell modulator inactive, Myeloid diff MLP inactive, T cell modulator vesicle-bound % 28 and Myeloid diff MLP GFP+ MAC1+ % 0.5.
Screening COc1cc(NC(=O)c2ccc(S(=O)(=O)N(C)c3ccccc3)cc2)cc(OC)c1 returned T cell modulator inactive, Myeloid diff MLP inactive, T cell modulator vesicle-bound % 6 and Myeloid diff MLP GFP+ MAC1+ % 4.2.
Screening COc1cccc(/C=N/NC(=O)c2cccc3ccccc23)c1OC returned T cell modulator inactive, Myeloid diff MLP inactive, T cell modulator vesicle-bound % 58 and Myeloid diff MLP GFP+ MAC1+ % 0.5.
`O=C(COC(=O)CSc1ccc([N+](=O)[O-])cc1)NCc1cccs1` gave T cell modulator inactive, Myeloid diff MLP inactive, T cell modulator vesicle-bound % 45 and Myeloid diff MLP GFP+ MAC1+ % 0.2.
O=C(COC(=O)CCc1nc2ccccc2c(=O)[nH]1)Nc1ccc(OC(F)(F)F)cc1 was read as T cell modulator inactive, Myeloid diff MLP inactive, T cell modulator vesicle-bound % 50 and Myeloid diff MLP GFP+ MAC1+ % 0.1.
Screening Cc1ccc(S(=O)(=O)NCCC(=O)NC2CCCCC2C)cc1 (centres undefined) returned T cell modulator inactive, Myeloid diff MLP inactive, T cell modulator vesicle-bound % 24 and Myeloid diff MLP GFP+ MAC1+ % 0.5.
Screening CCN(CC(=O)Nc1c(F)cccc1F)C(=O)CCCc1cccs1 returned T cell modulator inactive, Myeloid diff MLP inactive, T cell modulator vesicle-bound % 15 and Myeloid diff MLP GFP+ MAC1+ % 0.6.
COc1cccc(CN(C)C(=O)CN2C(=O)NC(c3ccccc3)(c3ccccc3)C2=O)c1OC was read as T cell modulator inactive, Myeloid diff MLP inactive, T cell modulator vesicle-bound % 38 and Myeloid diff MLP GFP+ MAC1+ % 1.1.
`Cc1ccc(NC(=O)C(C)OC(=O)CSc2ccccc2)cc1` (centres undefined) gave T cell modulator inactive, Myeloid diff MLP inactive, T cell modulator vesicle-bound % 27 and Myeloid diff MLP GFP+ MAC1+ % 0.5.
CN(Cc1ccccc1)C(=O)COC(=O)c1cc([N+](=O)[O-])ccc1N1CCOCC1 was read as T cell modulator inactive, Myeloid diff MLP inactive, T cell modulator vesicle-bound % 60 and Myeloid diff MLP GFP+ MAC1+ % 0.8.
`Cc1c(OCC(=O)N[C@@H](Cc2ccccc2)C(=O)O)ccc2c3c(c(=O)oc12)CCC3` gave T cell modulator inactive, Myeloid diff MLP inactive, T cell modulator vesicle-bound % 48 and Myeloid diff MLP GFP+ MAC1+ % 1.9.
`CCN(CC(=O)Nc1c(F)cccc1F)C(=O)c1ccc(C(=O)c2ccccc2)cc1` gave T cell modulator inactive, Myeloid diff MLP inactive, T cell modulator vesicle-bound % 27 and Myeloid diff MLP GFP+ MAC1+ % 1.1.
CC(C#N)(NC(=O)CN1CCN(S(=O)(=O)c2ccccc2C#N)CC1)C1CC1 (centres undefined) was read as T cell modulator inactive, Myeloid diff MLP inactive, T cell modulator vesicle-bound % 32 and Myeloid diff MLP GFP+ MAC1+ % 0.8.
Screening COc1ccccc1NS(=O)(=O)c1cc(C(=O)N2CCCCCCC2)ccc1C returned T cell modulator inactive, Myeloid diff MLP inactive, T cell modulator vesicle-bound % 27 and Myeloid diff MLP GFP+ MAC1+ % 0.7.
For CC(CC(=O)OCC(=O)NC1CCS(=O)(=O)C1)c1ccccc1 (centres undefined) the results were T cell modulator inactive, Myeloid diff MLP inactive, T cell modulator vesicle-bound % 27 and Myeloid diff MLP GFP+ MAC1+ % 0.8.
COc1ccc(C)cc1NC(=O)C1CCCN1S(=O)(=O)c1ccccc1F (centres undefined) was read as T cell modulator inactive, Myeloid diff MLP inactive, T cell modulator vesicle-bound % 48 and Myeloid diff MLP GFP+ MAC1+ % 1.3.
For CC1(C)C2CC[C@]3(C)C(CC=C4[C@@H]5C[C@](C)(CO)CC[C@]5(C(=O)O)CC[C@]43C)[C@@]2(C)CC[C@@H]1O (some centres undefined) the results were T cell modulator inactive, Myeloid diff MLP inactive, T cell modulator vesicle-bound % 15 and Myeloid diff MLP GFP+ MAC1+ % 1.7.
For CCN(CC(=O)Nc1c(F)cccc1F)C(=O)CNC(=O)c1ccc2ccccc2c1 the results were T cell modulator inactive, Myeloid diff MLP inactive, T cell modulator vesicle-bound % 34 and Myeloid diff MLP GFP+ MAC1+ % 0.4.
Cc1cccc(NC(=O)CNC(=O)CCNC(=O)c2ccc(C(C)(C)C)cc2)c1C was read as T cell modulator inactive, Myeloid diff MLP inactive, T cell modulator vesicle-bound % 24 and Myeloid diff MLP GFP+ MAC1+ % 0.8.
CC(=O)c1cccc(OC(=O)c2ccc3c(=O)n4c(nc3c2)CCC4)c1 was read as T cell modulator inactive, Myeloid diff MLP inactive, T cell modulator vesicle-bound % 25 and Myeloid diff MLP GFP+ MAC1+ % 0.4.
For O=C(COc1ccc(F)cc1)Nc1nnc(C2CC2)s1 the results were T cell modulator inactive, Myeloid diff MLP inactive, T cell modulator vesicle-bound % 56 and Myeloid diff MLP GFP+ MAC1+ % 1.1.
`COC(=O)c1ccc(COC(=O)CNC(=O)c2cccc(OC)c2)o1` gave T cell modulator inactive, Myeloid diff MLP inactive, T cell modulator vesicle-bound % 34 and Myeloid diff MLP GFP+ MAC1+ % 1.4.
Screening O=C(CSc1nnc(C2CC2)n1Cc1ccccc1)N1CCNC1=O returned T cell modulator inactive, Myeloid diff MLP inactive, T cell modulator vesicle-bound % 28 and Myeloid diff MLP GFP+ MAC1+ % 2.0.
Screening C[C@H](CO)N1C[C@H](C)[C@@H](CN(C)CC2CCCCC2)Oc2c(NC(=O)Cc3ccccc3)cccc2C1=O returned T cell modulator inactive, Myeloid diff MLP inactive, T cell modulator vesicle-bound % 15 and Myeloid diff MLP GFP+ MAC1+ % 2.1.
Screening CSCCC(NC(=O)COc1ccccc1)C(=O)N(C)Cc1ccc(Cl)cc1Cl (centres undefined) returned T cell modulator inactive, Myeloid diff MLP inactive, T cell modulator vesicle-bound % 43 and Myeloid diff MLP GFP+ MAC1+ % 0.4.
`O=C(NCCCn1ccnc1)c1ccc(NS(=O)(=O)c2cccc([N+](=O)[O-])c2)cc1` gave T cell modulator inactive, Myeloid diff MLP inactive, T cell modulator vesicle-bound % 30 and Myeloid diff MLP GFP+ MAC1+ % 0.5.
For NNC(=O)C1c2ccccc2Oc2ccccc21 the results were T cell modulator inactive, Myeloid diff MLP inactive, T cell modulator vesicle-bound % 22 and Myeloid diff MLP GFP+ MAC1+ % 0.8.

By substructure: those above containing a Cl atom.
For COc1cc(C)c(Cl)cc1S(=O)(=O)N1CCSC1 the results were T cell modulator inactive, Myeloid diff MLP inactive, T cell modulator vesicle-bound % 58 and Myeloid diff MLP GFP+ MAC1+ % 0.4.
Screening COc1cc(OC)cc(C(=O)N[C@H](C(=O)OCC(=O)Nc2cccnc2Cl)C(C)C)c1 returned T cell modulator inactive, Myeloid diff MLP inactive, T cell modulator vesicle-bound % 35 and Myeloid diff MLP GFP+ MAC1+ % 0.6.
Screening CSCCC(NC(=O)COc1ccccc1)C(=O)N(C)Cc1ccc(Cl)cc1Cl (centres undefined) returned T cell modulator inactive, Myeloid diff MLP inactive, T cell modulator vesicle-bound % 43 and Myeloid diff MLP GFP+ MAC1+ % 0.4.

(continued)
`CCOc1ccc(/C=N/N2C(C)CCCC2C)cc1OC` (centres undefined) gave T cell modulator inactive, Myeloid diff MLP inactive, T cell modulator vesicle-bound % 48 and Myeloid diff MLP GFP+ MAC1+ % 0.7.
CC(OC(=O)C(C)Oc1ccccc1)C(=O)Nc1ccc(S(=O)(=O)N2CCCCC2)cc1 (centres undefined) was read as T cell modulator inactive, Myeloid diff MLP inactive, T cell modulator vesicle-bound % 42 and Myeloid diff MLP GFP+ MAC1+ % 0.8.
Screening Cc1cccc(C(=O)OCC(=O)N2CCc3ccccc3C2)c1O returned T cell modulator inactive, Myeloid diff MLP inactive, T cell modulator vesicle-bound % 42 and Myeloid diff MLP GFP+ MAC1+ % 1.3.
`COc1ccc(C(=O)Nc2cccc(NC(=O)c3ccc(OC)cc3OC)n2)c(OC)c1` gave T cell modulator inactive, Myeloid diff MLP inactive, T cell modulator vesicle-bound % 20 and Myeloid diff MLP GFP+ MAC1+ % 0.0.
O=C(c1ccco1)N1CCN(Cc2cc(=O)c(OCc3cccc(Cl)c3)co2)CC1 was read as T cell modulator inactive, Myeloid diff MLP inactive, T cell modulator vesicle-bound % 42 and Myeloid diff MLP GFP+ MAC1+ % 0.8.
`Cc1cc(CNC(=O)COC(=O)C2CC3CCCC(C2)C3=O)cc(C)c1O` (centres undefined) gave T cell modulator inactive, Myeloid diff MLP inactive, T cell modulator vesicle-bound % 33 and Myeloid diff MLP GFP+ MAC1+ % 0.6.
`CCN(CC(=O)Nc1ccc2c(c1)OCCO2)C(=O)CN1C(=O)NC(C)(c2ccc(C)cc2)C1=O` (centres undefined) gave T cell modulator inactive, Myeloid diff MLP inactive, T cell modulator vesicle-bound % 44 and Myeloid diff MLP GFP+ MAC1+ % 0.2.
For CC(NC(=O)c1ccco1)c1ccc(-n2ccnc2)cc1 (centres undefined) the results were T cell modulator inactive, Myeloid diff MLP inactive, T cell modulator vesicle-bound % 11 and Myeloid diff MLP GFP+ MAC1+ % 1.0.
O=C(O)CSCC(=O)N1CCN(c2ccnc3cc(Cl)ccc23)CC1 was read as T cell modulator inactive, Myeloid diff MLP inactive, T cell modulator vesicle-bound % 27 and Myeloid diff MLP GFP+ MAC1+ % 0.7.

Screening data (PubChem BioAssay)
